Compound activity from PubChem BioAssay.
D2 antag: D2 dopamine receptor (human) antagonism | HEK293 TREx D2 cells, calcium flux, dopamine EC80 | inhibition, % at 10 µM | actives 2% (n = 340,000) | P14416; in the data active = inhibition above about 30%; also: 0% is about no effect
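Dopamine at EC80 is the agonist stimulus; test compounds precede it by 180 s. Calcium flux read kinetically in a force-coupled, inducible HEK293 T-REx D2 cell line.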
RXFP1 antag: RXFP1 (human) relaxin receptor antagonism | Q9HBX9 | HEK293-RXFP1, relaxin-stimulated cAMP HTRF, 30 min; stronger effect = lower value | activity change, negative = inhibition, % at 57.5 µM | actives 0.59% (n = 350,000) | AID 1259400;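 active = activity change of -60% or lower, but not beyond a set lower limit; inconclusive = change between -60% and -40%, or beyond the set limit; inactive = change above -40%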; also: % is scaled to controls: 0 for no effect and ±100 for the full control effect
Target sequence (Q9HBX9 whole entry, looked up): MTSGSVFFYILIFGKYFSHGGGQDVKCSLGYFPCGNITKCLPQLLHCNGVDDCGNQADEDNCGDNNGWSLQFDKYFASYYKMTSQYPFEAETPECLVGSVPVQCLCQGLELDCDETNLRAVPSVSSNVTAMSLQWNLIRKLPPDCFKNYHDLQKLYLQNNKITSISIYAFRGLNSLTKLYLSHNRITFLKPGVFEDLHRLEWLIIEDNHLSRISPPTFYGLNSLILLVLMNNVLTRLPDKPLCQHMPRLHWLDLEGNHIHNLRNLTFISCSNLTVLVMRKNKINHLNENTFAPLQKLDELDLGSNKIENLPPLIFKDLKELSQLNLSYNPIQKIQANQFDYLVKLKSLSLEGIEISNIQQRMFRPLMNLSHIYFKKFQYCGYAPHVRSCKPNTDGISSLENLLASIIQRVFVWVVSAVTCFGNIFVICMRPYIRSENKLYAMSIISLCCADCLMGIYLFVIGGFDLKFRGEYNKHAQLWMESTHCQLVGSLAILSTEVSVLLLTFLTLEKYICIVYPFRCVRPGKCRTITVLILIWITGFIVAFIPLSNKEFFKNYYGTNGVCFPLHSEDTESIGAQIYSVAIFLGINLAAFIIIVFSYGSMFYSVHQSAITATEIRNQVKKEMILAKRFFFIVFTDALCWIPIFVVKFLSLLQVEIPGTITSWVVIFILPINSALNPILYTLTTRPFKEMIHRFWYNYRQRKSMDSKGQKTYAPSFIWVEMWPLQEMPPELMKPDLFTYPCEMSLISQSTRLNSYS
TRHR PAM: allosteric enhancers of human TRH receptor | AID 493056 | TRHR cells, fluo-8 calcium fluorescence, EC20 TRH enhancement | P34981 | enhancement, % at 2 µM | actives 0.66% (n = 360,000); in the data active = enhancement above about 30%; also: 0% is about no effect
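Enhancer read-out: after compound pinning and an initial kinetic agonist-mode read, an EC20 of TRH (10 nM final) was injected and fluo-8 calcium signal (Ex 480/Em 530) followed at 1 s/cycle for 100 cycles in TRHR-expressing cells.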
TRHR ag: activates the human TRH receptor; P34981; TRHR cells, calcium flux fluo-8, FDSS agonist mode; activation, % at 2 µM; actives 0.18% (n = 360,000); AID 493084; also: 0% is about no effect
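Read-out: compound-evoked intracellular calcium rise in TRHR cells, fluo-8 dye, kinetic FDSS fluorescence at 1 s/cycle following a 10-cycle baseline. Cells cultured overnight before dye loading (30 min–1.5 h, RT).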
D2 PAM: D2 dopamine receptor (human) potentiation; HEK293 T-REx D2, calcium flux, EC20 dopamine potentiation; P14416; actives 0.34% (n = 340,000); potentiation, % at 10 µM; AID 485347;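 active = potentiation over 3 SD above the plate norm, cut at about 30% in these data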; also: 0% is about no effect
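Calcium flux readout, no-wash dye, 1 read/s. Inducible HEK293 Trex D2 line, overnight 30 C. Compound alone 180 s (agonist flags), then EC20 dopamine, another 180 s to score potentiation.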
D1 agonist: agonists of human D1 dopamine receptor | HEK293 T-REx D1 cells, calcium flux, agonist mode | activation, % at 2 µM | actives 1% (n = 360,000) | P21728; also: 0% is about no effect
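Inducible HEK293 T-REx D1 cells, force-coupled to calcium signalling, were plated at 4000 cells/well with tetracycline and held overnight at 30 C. After no-wash calcium dye loading, compound-evoked calcium rise over 180 s flagged agonists.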
D1 antagonist: human D1 dopamine receptor antagonism. P21728. HEK293 TREx D1 cells, calcium flux, dopamine EC80; stronger effect = lower value. AID 504652. activity change, negative = inhibition, % at 10 µM. actives 3.2% (n = 360,000); in the data active = activity change below about -30%; also: % is scaled to controls: 0 for no effect and ±100 for the full control effect
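Allosteric or orthosteric antagonism assessed as attenuation of the calcium response to EC80 dopamine, added 180 s after compound, in induced HEK293 Trex D1 cells loaded with no-wash calcium dye.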
D2 ag: agonists of human D2 dopamine receptor; HEK293 T-REx D2 cells, calcium flux agonist mode; P14416; actives 0.53% (n = 340,000); activation, % at 2 µM;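 active = activation over 3 SD above normal in the single-dose calcium agonist read, cut at about 30% in these data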; also: 0% is about no effect
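Calcium-flux readout, 1 cycle/sec over 180 s following compound pin transfer, in inducible HEK293 Trex D2 cells (force-coupled); dopamine controls included. Positive calcium responses during this window marked compounds as potential agonists.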
D1 potentiator: enhances dopamine response at the human D1 receptor; potentiation, % at 10 µM; P21728; AID 504651; HEK293 TREx D1 cells, calcium flux, dopamine EC20 potentiation; actives 0.036% (n = 360,000); in the data active = potentiation above about 30%; also: 0% is about no effect
Numbers without * were called inactive; ? = inconclusive; nt = not tested or not shown. Rule as the data show it, unless noted: active = activation above about 30%; inactive = the rest.

SMILES | D2 antag | RXFP1 antag | TRHR PAM | TRHR ag | D2 PAM | D1 agonist | D1 antagonist | D2 ag | D1 potentiator
CCc1ccc(C(=O)NNC(=O)c2cccc(S(=O)(=O)N3CCN(C)CC3)c2)cc1 | -3 | -7 | -2 | 0.1 | 10 | 1 | 2 | 0.2 | 3
N#CCCn1cc(C(N)=O)c(-c2cccs2)n1 | -3 | nt | -4 | 0.7 | 9 | 2 | 17 | 1.2 | 5
COc1ccc2[nH]c3c(NCCN4CCCCC4)ncnc3c2c1 | 4 | nt | -1 | 0.1 | 3 | 0 | 17 | 0.4 | -3
CC(=O)c1ccc(NC(=O)Nc2ccc3snnc3c2)cc1 | nt | nt | 5 | 2.7 | -4 | 46* | -74* | 0.2 | -4
Cc1ccc(-c2nn3c(C)nnc3s2)cc1NC(=O)c1cccs1 | 0 | 6 | -1 | -0.1 | 5 | 5 | 2 | -0.6 | -3
O=C(NCc1ccccc1)c1cc[n+](Cc2ccccc2)cc1 | -1 | -10 | -3 | 0.3 | -13 | 2 | -17 | 0.7 | -5
CCc1ccc(-c2nn(-c3ccccc3)cc2CSC(=N)N)cc1 | 15 | -19 | 6 | -0.1 | 0 | 47* | 46 | 0.2 | 11
Cc1ccc(C)c(NS(=O)(=O)c2cc(C(=O)NCc3ccco3)ccc2C)c1 | 5 | 15 | -4 | -1.3 | 6 | 4 | -8 | -0.8 | -12
COc1ccc(C(=O)Nc2ccc3[nH]ncc3c2)cc1 | -15 | 4 | -5 | -1.2 | -3 | 2 | -2 | -0.5 | 0
CCN(CC)S(=O)(=O)c1ccc2c(c1)nc(SC(C)C(=O)NCC1CCCO1)n2CC (stereo not drawn) | -9 | -13 | -2 | -1.5 | -4 | 3 | -5 | -1.4 | -2
COCC(=O)N(Cc1ccco1)c1nnc(C2CCOC2)s1 (stereo not drawn) | nt | 3 | -4 | 0.1 | nt | -1 | -3 | nt | -7
CCOC(=O)NC(=O)CSc1nnnn1-c1ccc(C)cc1 | -10 | -18 | 5 | -0.3 | 3 | 1 | -16 | 0.2 | 2
Cc1ccc(S(=O)(=O)/N=C(\N)Nc2nc(C)c3ccc(C)cc3n2)cc1 | -19 | -11 | 6 | -0.2 | -2 | 3 | -12 | 0.1 | -2
COc1cc(OC)c(NC(=O)c2ccc(F)cc2)cc1Cl | -4 | -4 | -17 | -0.5 | 21 | 1 | -6 | 0.5 | -10
CCCCCCCOC(=O)C1=C(C)Nc2ncnn2C1c1cccs1 (stereo not drawn) | -15 | 3 | -3 | 0.4 | 16 | -2 | 3 | 0.4 | -3
CCN(CC)CCN1C(=O)C(=O)/C(=C(/O)c2ccc3c(c2)CC(C)O3)C1c1ccc(OC)cc1 (stereo not drawn) | nt | -23 | 1 | 0.5 | nt | 3 | -30* | nt | -4
Clc1ccc(-c2nnnn2-c2ccc(Cl)c(Cl)c2)cc1Cl | -6 | -6 | 0 | 1.4 | 1 | 3 | 6 | 0.2 | 0
Cc1ccc(C(=O)N(Cc2nnc(-c3ccc(Cl)cc3)o2)C2CC2)o1 | -21 | 8 | -14 | -1.5 | 6 | -1 | 1 | -0.2 | 2
COC(=O)c1ccc(C(=O)Nc2cc(Cl)ccc2Cl)cc1NC(=O)c1ccc(N(C)C)cc1 | -5 | -7 | 1 | 2.1 | -3 | 2 | -26 | 0.6 | -2
CC1=C(c2ccc(C)c(C)c2)S(=O)(=O)N=C1N1CCC(C(=O)Nc2ccc(Cl)cc2)CC1 | nt | nt | -2 | 0.6 | -1 | 4 | -22 | 0.0 | -8
CCOc1ccc(S(=O)(=O)/N=C(/Nc2ccc(OC)cc2)c2ccccc2)cc1 | -11 | -21 | 1 | -0.1 | 18 | -1 | 5 | 0.3 | -1
O=C(NC1CCCCC1)C(c1ccco1)N(Cc1ccco1)C(=O)c1ccco1 (stereo not drawn) | -18 | 0 | 0 | -0.6 | 3 | 2 | 25 | -1.0 | -9
NC(=O)c1cc(S(=O)(=O)NCC2CCC(C(=O)Nc3ccc(Cl)cc3)CC2)cs1 (stereo not drawn) | nt | nt | -5 | 0.2 | 2 | 8 | -11 | nt | -3
COc1ccccc1CC(=O)N1CCN(S(=O)(=O)c2cccs2)CC1 | 12 | -19 | -5 | 0.2 | 8 | 8 | 16 | 0.4 | 0
CC1CN(C(=O)CCNS(=O)(=O)c2ccc(Br)cc2)CC(C)O1 (stereo not drawn) | 6 | 5 | 10 | 0.0 | 9 | 3 | -5 | 0.1 | -7
Cc1ccc(C)c(N(C)S(=O)(=O)c2ccc3[nH]cc(C(=O)NCCN4CCOCC4)c(=O)c3c2)c1 | 3 | -14 | -2 | -0.2 | -7 | 1 | 6 | 1.4 | -2
OC(c1ccc(F)cc1)C(CN1CCOCC1)c1ccccc1 (stereo not drawn) | 16 | -5 | 4 | 0.9 | -2 | 4 | 4 | -0.2 | -4
Cc1ccc2c(c1)N(C(=O)CCC(=O)NC1CCN(Cc3ccccc3)CC1)CC(C)O2 (stereo not drawn) | -7 | -12 | -1 | 0.1 | -15 | 3 | -2 | -0.8 | -6
O=C(NCc1ccccn1)c1ccc(OC2CCN(Cc3cccs3)CC2)cc1 | -14 | 4 | 0 | 0.2 | -3 | 2 | 16 | 0.2 | -6
CS(=O)(=O)CCC(C(=O)Nc1cccc(C(F)(F)F)c1)N1Cc2ccccc2C1=O (stereo not drawn) | nt | -19 | 7 | 1.4 | 6 | 1 | -8 | 1.1 | -2

Part of the list above, set out differently.
CCN(CC)CCN1C(=O)C(=O)/C(=C(/O)c2ccc3c(c2)CC(C)O3)C1c1ccc(OC)cc1 (stereo not drawn)
  D2 antag: nt	RXFP1 antag: -23	TRHR PAM: 1	TRHR ag: 0.5	D2 PAM: nt	D1 agonist: 3	D1 antagonist: -30*	D2 ag: nt	D1 potentiator: -4
Clc1ccc(-c2nnnn2-c2ccc(Cl)c(Cl)c2)cc1Cl
  D2 antag: -6	RXFP1 antag: -6	TRHR PAM: 0	TRHR ag: 1.4	D2 PAM: 1	D1 agonist: 3	D1 antagonist: 6	D2 ag: 0.2	D1 potentiator: 0
Cc1ccc(C(=O)N(Cc2nnc(-c3ccc(Cl)cc3)o2)C2CC2)o1
  D2 antag: -21	RXFP1 antag: 8	TRHR PAM: -14	TRHR ag: -1.5	D2 PAM: 6	D1 agonist: -1	D1 antagonist: 1	D2 ag: -0.2	D1 potentiator: 2
COC(=O)c1ccc(C(=O)Nc2cc(Cl)ccc2Cl)cc1NC(=O)c1ccc(N(C)C)cc1
  D2 antag: -5	RXFP1 antag: -7	TRHR PAM: 1	TRHR ag: 2.1	D2 PAM: -3	D1 agonist: 2	D1 antagonist: -26	D2 ag: 0.6	D1 potentiator: -2

Additional entries.
SMILES | D2 antag | RXFP1 antag | TRHR PAM | TRHR ag | D2 PAM | D1 agonist | D1 antagonist | D2 ag | D1 potentiator
CN1OC(COC(=O)c2ccccc2)CC1c1ccccc1 (stereo not drawn) | -3 | 0 | 3 | -0.2 | 4 | 0 | 3 | 1.2 | 2
O=C(C1CCN(S(=O)(=O)Cc2ccccc2)CC1)N1CCN(c2cccc(C(F)(F)F)c2)CC1 | nt | -11 | 0 | 0.0 | 5 | -1 | -1 | 0.2 | 0
O=C(NOC(=O)c1ccccc1F)c1ccc(OC(F)F)cc1 | 4 | -5 | -3 | 0.0 | 3 | 1 | -2 | 0.0 | 4
O=c1[nH]c2ccccc2nc1/C=C/c1ccccc1 | 8 | 0 | 1 | 2.1 | -3 | 4 | -7 | -1.5 | -6
Cc1nc2ccc(NC(=O)c3cc(Cl)ccn3)cc2s1 | -1 | -12 | -3 | -2.0 | -7 | 3 | 1 | -0.4 | -3
CCCn1c(N)c(CC)c(=O)[nH]c1=O | 6 | -5 | 1 | 0.4 | 4 | 5 | 5 | 0.0 | -1
O=C(c1c(Cl)cccc1Cl)N1CCN(c2ccccn2)CC1 | 3 | -2 | -2 | 0.2 | 6 | 4 | 4 | 0.8 | -2
CNC(=O)Nc1cccc(-c2cc(-c3c(Cl)cccc3Cl)no2)c1 | 4 | ? | -12 | 0.7 | 1 | 17 | 12 | 0.1 | 0
CC(=O)c1cc(NC(=O)c2ccc(C)cc2)c(=O)oc1/C=C/N(C)C | 5 | -21 | -1 | 29 | 7 | 34* | 15 | 13 | 0
O=C1CCC(=O)N1c1ccc(NCCc2cccc(F)c2)c([N+](=O)[O-])c1 | nt | 8 | -1 | -0.4 | nt | 1 | 2 | nt | -3
CCCCN(CCCNC(=O)c1ccc2nc(N3CCOCC3)sc2c1)Cc1ccccc1 | -4 | 1 | 1 | -0.1 | -14 | -1 | 6 | -1.1 | -5
Cc1cc(C)n(-c2ccc(C(=O)Nc3cccc([N+](=O)[O-])c3)cc2)n1 | 4 | 1 | 1 | -0.3 | -4 | 13 | -36* | 0.6 | -3
Fc1ccc(Nc2ncnc3c2nc2n3CCCC2)cc1 | nt | -7 | 3 | -0.4 | 2 | -1 | -9 | -0.8 | -4
CCOc1ccccc1NC(=O)Nc1cccc(C(C)=O)c1 | 0 | 1 | 1 | -0.5 | 2 | 0 | 8 | -0.3 | -4
CC(C)Cn1c(=O)n(C)c(=O)c2[nH]cnc21 | 10 | nt | 4 | -0.4 | 16 | 0 | 2 | -3.0 | -2
CC1=C(C(=O)OCc2cc(C)on2)N2C(=O)[C@@H](NC(=O)OCc3cc(C)on3)[C@H]2SC1 | 5 | nt | 3 | -0.3 | 3 | 0 | 12 | 0.6 | 2
O=C(/C=C/c1cccc(Cl)c1)c1nc2ccccc2[nH]1 | -9 | -82* | 3 | -1.1 | 20 | 1 | -14 | 0.2 | -8
Cc1cc(C(=O)COC(=O)C2=NNC(=O)CC2)c(C)n1-c1cccc(C(F)(F)F)c1 | -4 | -1 | -2 | 3.1 | 4 | 9 | -17 | -1.6 | -2
CCOC(=O)c1ccc(N2C(=O)CC(N(Cc3ccc4c(c3)OCO4)C(=O)Nc3ccccc3)C2=O)cc1 (stereo not drawn) | 1 | -11 | 4 | -1.0 | 6 | 1 | -1 | 0.7 | 3
N#Cc1ccc(C(=O)N2CCN(c3nc4ccc(F)cc4s3)CC2)cc1 | nt | -12 | -6 | -0.1 | -5 | 8 | nt | 1.3 | -2
CN1CCN(c2ccc(C(=O)c3ccc(F)cc3)cc2)CC1 | 10 | 0 | 2 | 0.6 | 5 | 7 | -11 | 0.3 | -9
O=c1cc(CN2CCN(S(=O)(=O)c3ccc4c(c3)OCCO4)CC2)c2ccc(O)cc2o1 | 9 | -7 | -5 | 1.3 | -4 | 3 | -11 | 0.3 | -5
CC(=O)Nc1ccc(C(=O)N/N=C/C2CC3C=CC2C3)cc1 (stereo not drawn) | 11 | 3 | -5 | 0.1 | 4 | 2 | -18 | 1.6 | -2
Cc1ccc(S(=O)(=O)NCCC(=O)Nc2cccc(Cl)c2)cc1 | 3 | nt | -5 | 0.2 | -7 | 2 | -27 | -0.1 | -7
CCCCCC(=O)NNC1CC(=O)N(c2cccc(OCC)c2)C1=O (stereo not drawn) | 1 | 3 | 0 | -0.7 | -19 | 2 | 6 | -0.9 | -1
CC(=O)Nc1cccc(C(=O)/C=C/c2ccc(N(C)C)cc2)c1 | 35* | 2 | 1 | 153* | -3 | 401* | 6 | 86* | 15
